# Compound activity: PubChem, National Center for Advancing Translational Sciences (NCATS)
# GoLoco inh red: qHTS Assay for Inhibitors of RGS12 GoLoco Motif Activity (Red Fluorophore); actives 0.44% (n = 230,000); Guanine nucleotide-binding protein G(i) subunit alpha-1 (Homo sapiens), P63096; AID 880, 2007; Potency, µM (doses to about 61.6 µM), for the others: at the top dose activity, negative = inhibition, usual class: inhibitors; Gai1:RGS12 GoLoco peptide FP, rhodamine, 10 min; active = well fitted inhibition curve with a large enough effect, not every such curve was filed as active; inactive = no such curve, though single readings can be large or run the other way; also: % is scaled to controls: 0 for no effect and ±100 for the full control effect; nearly all actives have a fitted effect of over 30% in size; many of its hits are not listed in these tables
# Target sequence (P63096 whole entry, looked up): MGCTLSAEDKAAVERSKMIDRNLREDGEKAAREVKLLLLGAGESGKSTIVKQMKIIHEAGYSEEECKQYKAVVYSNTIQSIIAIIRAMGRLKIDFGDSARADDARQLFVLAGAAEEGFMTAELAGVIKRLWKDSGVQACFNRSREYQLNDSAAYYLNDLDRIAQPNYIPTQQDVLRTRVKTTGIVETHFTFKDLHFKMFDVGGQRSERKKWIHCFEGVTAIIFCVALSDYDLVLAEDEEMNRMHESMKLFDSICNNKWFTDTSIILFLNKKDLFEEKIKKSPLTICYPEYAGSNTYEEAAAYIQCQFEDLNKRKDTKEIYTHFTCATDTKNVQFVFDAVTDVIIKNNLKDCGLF
# RECQ1 helicase: qHTS Assay for Inhibitors of RecQ-Like Dna Helicase 1 (RECQ1); Potency, µM (highest dose often 57.3 µM), for the others: top-dose activity, negative = inhibition, actives largely listed as inhibitors; actives 0.54% (n = 240,000); ATP-dependent DNA helicase Q1 (Homo sapiens), P46063; RECQ1 DNA unwinding, red fluorescence kinetic read;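 also: plate controls were vehicle for no effect and no enzyme for full effect; nearly all actives have a fitted effect of over 30% in size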
# Target sequence (P46063 whole entry, looked up): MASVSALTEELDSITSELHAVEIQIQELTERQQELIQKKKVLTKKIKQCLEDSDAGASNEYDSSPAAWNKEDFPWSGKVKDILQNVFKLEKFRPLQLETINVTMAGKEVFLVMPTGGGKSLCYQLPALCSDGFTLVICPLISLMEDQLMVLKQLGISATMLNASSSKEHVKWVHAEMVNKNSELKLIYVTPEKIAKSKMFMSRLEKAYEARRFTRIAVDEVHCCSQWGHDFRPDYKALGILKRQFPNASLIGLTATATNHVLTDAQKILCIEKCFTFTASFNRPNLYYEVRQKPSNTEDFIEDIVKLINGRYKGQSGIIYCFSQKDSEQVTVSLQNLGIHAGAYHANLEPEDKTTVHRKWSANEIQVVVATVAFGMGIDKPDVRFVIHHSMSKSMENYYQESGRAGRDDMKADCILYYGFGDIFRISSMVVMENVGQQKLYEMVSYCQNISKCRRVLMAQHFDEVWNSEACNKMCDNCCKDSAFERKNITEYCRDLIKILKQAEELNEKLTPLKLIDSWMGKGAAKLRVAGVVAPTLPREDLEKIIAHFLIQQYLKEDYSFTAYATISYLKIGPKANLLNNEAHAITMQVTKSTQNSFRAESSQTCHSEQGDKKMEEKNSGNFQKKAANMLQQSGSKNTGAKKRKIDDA
#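 RECQ1T1 50 nM; forked duplex (20 bp + 30-nt ss tails) 200 nM, ATP 2 mM final; pH 8.0, 2 mM MgCl2, 2.5 ug/ml poly(dI-dC); 15 min compound preincubation; discontinuous kinetic read over 2 h at RT.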
# JMJD2E inh: qHTS Assay for Inhibitors of Human Jumonji Domain Containing 2E (JMJD2E); actives 1.6% (n = 230,000); Lysine-specific demethylase 4E (Homo sapiens), B2RXH2; JMJD2E catalytic domain, FDH-coupled NADH fluorescence (FDH is formaldehyde dehydrogenase); Potency, µM (titrated, usually from 57.1 µM), for inactives: top-dose activity change, negative = inhibition, hits mostly inhibitors; active = well fitted inhibition curve with a large enough effect, not every such curve was filed as active; inconclusive = small, poorly fitted or top-dose-only effect, or another doubt; inactive = no such curve, though single readings can be large or run the other way;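 also: 0% = wells with enzyme and -100% = buffer wells without enzyme; nearly all actives have a fitted effect of over 50% in size; many of its hits are not listed in these tables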
# Luc counter: Counterscreen for Luciferase (Kinase-Glo TM) Inhibition; Kinase-Glo luciferase, ATP luminescence, 8 min; Luciferin 4-monooxygenase (Photuris pensylvanica), Q27757; Potency, µM (top dose mostly 38.3 µM), for inactives: at the highest dose activity change, negative = inhibition, most hits filed as inhibitors; actives 0.28% (n = 200,000); also: % is scaled to controls: 0 for no effect and ±100 for the full control effect; nearly all actives have a fitted effect of over 60% in size
#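 Luminescence was the read-out, taken after 8-minute incubation at ambient temperature. Luciferase turned over luciferin with 10 uM ATP in imidazole pH 7.2 buffer containing KCl, MgCl2, Tween 20 and BSA.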
# Epigenetic derep: Quantitative High-Throughput Screen for Regulators of Epigenetic Control. murine LDR cells, GFP reporter derepression, 30 h. actives 0.2% (n = 280,000). Potency, µM (highest dose often 53.9 µM), for inactives: at the highest dose GFP activation, actives largely listed as activators. AID 1865, 2009; also: % of control where 0% means no effect; nearly all actives have a fitted effect of over 60% in size
#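 Murine LDR cells carrying a silenced, genomically integrated CMV-driven GFP reporter were exposed to compound for 30 hours at 37 C. After PBS washes, GFP-positive cells (20–120 um objects) were counted by laser-scanning microplate cytometry.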
# NPSR antag: qHTS Assay for Antagonists of the Neuropeptide S Receptor: cAMP Signal Transduction; Q6W5P4; actives 1% (n = 220,000); AID 1461, 2008; CHO-NPSR cells, cAMP TR-FRET, antagonist mode; Potency, µM (series often up to 38.3 µM), inactives show top-dose activity change, negative = inhibition, usual class: inhibitors; also: % is scaled to controls: 0 for no effect and ±100 for the full control effect; nearly all actives have a fitted effect of over 50% in size; many of its hits are not listed in these tables
# SMN2 splice up: qHTS Assay for Enhancers of SMN2 Splice Variant Expression. HEK293 SMN2-luciferase splicing reporter, luminescence, 30-36 h. Potency, µM (series often up to 46.1 µM), inactives show at the top dose activity change, positive = activation, most hits filed as activators. actives 2.8% (n = 210,000); also: % of control where 0% means no effect; nearly all actives have a fitted effect of over 55% in size
#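 HEK293 cells carry an SMN2 minigene-luciferase reporter in which exon 7 inclusion puts luciferase in frame. Cells were seeded at 2000 cells/well, attached for 10-12 hours, then exposed to compounds for 30-36 hours at 37C before ONE-Glo luminescence.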
# IMPase Li cell: qHTS Assay for Identifying the Cell-Membrane Permeable IMPase Inhibitors: Potentiation with Lithium; Potency, µM (top dose mostly 59.4 µM), for the others: at the highest dose activity, negative = IMPase inhibition, usual class: inhibitors; CHO-M1 cells, IP1 TR-FRET (IP-One), carbachol + lithium; actives 0.35% (n = 210,000);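 also: IP1 builds up when IMPase is blocked and the TR-FRET signal falls; plate controls were basal vehicle for no effect and high inhibitor control for full effect; nearly all actives have a fitted effect of over 50% in size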
#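 Readout is a homogeneous TR-FRET IP1 immunoassay (Ex 320, Em 665 and 620), where raised cytosolic IP1 lowers signal. Cells were CHO-M1 treated 30 min at 37C with test compounds plus a little lithium; AC50 values came from Hill-equation fitting.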
# * hit, by the source's call; i = inactive; ? = inconclusive; . = not tested or not shown; [ ] = dose if it differs, or a comment. Unless noted, calls follow the shape of the dose curve; as a rule, active = well fitted curve in the direction sought with a large enough effect; inconclusive = small, poorly fitted or top-dose-only effect, or another doubt; inactive = no such curve, though single readings can be large; an effect the other way counts as inactive or inconclusive. Potency is read from the fitted curve at half-maximal effect. The list is partial; the hit share may differ from the screen's.
nr	Compound	GoLoco inh red	RECQ1 helicase	JMJD2E inh	Luc counter	Epigenetic derep	NPSR antag	SMN2 splice up	IMPase Li cell
1	CC(C)C(NC(=O)c1ccccc1)c1nnc(SCC(=O)Nc2nccs2)n1C (stereo unspecified)	6%	?	2%	2%	-1.7%	-7%[46.1 µM]	-1%	-12%[38.3 µM]
2	CC1CCC(C(C)C)C2=C1C(C#N)(C#N)C(C#N)(C#N)C(c1ccccc1)N2 (stereo unspecified)	20%	-5%	?	-4%	-0.2%	?	0%	-6%[38.3 µM]
3	CC(C)C[C@@H](CC(=O)N[C@@H](CCC(=O)O)CC(=O)O)NC(=O)[C@@H]1CNCC[C@H]1NC(=O)C[C@@H](NC(=O)C[C@H](Cc1c[nH]c2ccccc12)NC(=O)[C@@H]1CCCC[C@H]1N)C(C)C	-2%	-8%	-13%	2%	1.1%	.	6%	3%
4	O=C(NCCc1ccccc1Cl)C1CCN(S(=O)(=O)c2cccs2)CC1	-6%	-9%	-22%	0%	-1.0%	-27%[46.1 µM]	9%	35%[activator][38.3 µM]
5	Cn1c(=NC(=O)C2CC2)sc2cc(F)cc(F)c21	2%	-6%	-2%	1%	-0.2%	-4%[46.1 µM]	7%	9%[38.3 µM]
6	COc1cccc(OC)c1C(=O)NC(=S)Nc1ccc(N2CCOCC2)c(Cl)c1	18%	i	-27%	1%	-0.6%	-4%	11%	1%
7	CCCCOC(=O)Nc1nnc(/C=C/c2ccc(OC)cc2)s1	4%	-7%	?	-2%	1.5%	-30%	-4%	3%
8	CC(C)CCNC(=O)c1ccc(-c2ccccc2)cc1	13%	19%	-8%	-3%	-1.9%[10.1 µM]	-19%	7.9µM*	-3%
9	Cc1oc(-c2ccccc2F)nc1CS(=O)(=O)CC(=O)N1CCc2ccccc21	0%	-2%	-2%	3%	0.0%	-12%[46.1 µM]	-17%	28%[38.3 µM]
10	COc1ccc(Cn2c(=O)[nH]c3cc(C(=O)N4CCN(c5ccccn5)CC4)ccc3c2=O)cc1	4%	-3%	37%[activator]	-1%	-1.9%	-17%	.	2%
11	O=C(O)C1C(c2ccccc2)C(C(=O)Oc2ccccc2)C1c1ccccc1 (stereo unspecified)	-17%	-4%	8%	8%	-1.6%	-20%[46.1 µM]	-17%	36%[38.3 µM]
12	Cc1cc(C)n(-c2nc3c(c(=O)n(C)c(=O)n3C)n2C)n1	-21%	i	0%	3%	-1.0%	3%[46.1 µM]	-5%	-2%[38.3 µM]
13	CN(C)C[C@H]1CCC2=C(C1=O)C(c1ccc(Cl)c(Cl)c1)C1=C(CC[C@H](CN(C)C)C1=O)O2	2%[14.2 µM]	.	.	-4%[7.66 µM]	.	.	-43%[inhibitor][9.22 µM]	15%
14	CCNC(=S)N1CCN(CC(=O)Nc2ccc(OC)cc2)CC1	1%	i	10%	0%	0.0%	5%	5%	7%
15	CC(=O)Nc1ccc2nc(NC(=O)COc3ccc(C)cc3)sc2c1	11%	?	?	-2%	0.1%	11%	10%	0%
16	COCCN(Cc1cc2cc(C)cc(C)c2nc1Cl)C(=O)Nc1ccccc1	-5%	0%	-16%	4%	0.0%	-10%[46.1 µM]	18%	8%
17	CC1=C(C(=O)N2CCOCC2)C(c2c(C)cc(C)cc2C)NC(=S)N1 (stereo unspecified)	12%	i	7%	0%	6.7%	2%	0%	8%
18	COc1ccccc1NC(=O)CSc1nnc(-c2ccc(C)cc2)o1	2%	-3%	1%	-2%	0.0%	-1%[46.1 µM]	2.5µM*	-1%[38.3 µM]
19	CCC(C)Nc1nc(Cl)nc(NCCOc2ccccc2)n1 (stereo unspecified)	4%	-4%	2%	3%	1.5%	3%	2%	11%
20	COc1cccc(C(=O)Nc2nc(-c3ccncc3)cs2)c1	49%[activator]	1%	-26%	3%	3.9%	12%	-57%	-7%
21	CC(=O)NC(=S)c1c(N)n(Cc2ccccc2)c(=O)n(C)c1=O	35%[activator]	i	1%	-5%	?	-10%[46.1 µM]	1%	20%[38.3 µM]
22	COc1ccc(S(=O)(=O)N2CCC(C(=O)NCc3ccccn3)CC2)cc1OC	3%	-7%	-12%	15%	5.2%	-2%[46.1 µM]	-14%	21%[38.3 µM]
23	Cn1c(=O)[nH]c(=O)c2c1nc(Br)n2CC(O)COCc1ccccc1 (stereo unspecified)	1%	-2%	4%	-2%	-4.3%	8%[46.1 µM]	-15%	-4%[38.3 µM]
24	CCC(=O)Oc1ccc(C2N(C(=O)CC)CCN2S(=O)(=O)c2ccc(C)cc2)cc1OC (stereo unspecified)	-4%	-7%	-8%	4%	-1.8%	-16%[46.1 µM]	-2%	15%[38.3 µM]
25	COc1cc(NS(=O)(=O)c2ccc(N/C=C\C(=O)c3ccc(F)cc3)cc2)nc(OC)n1	4%	-1%	?	4%	1.0%	-14%[46.1 µM]	1%	-5%
26	CNCc1ccccc1Sc1cc(O)ccc1O	4.5µM*	?	?	-1%	14%	-19%	-14%	17%
27	Cc1ccc(C(=O)Nc2ccn(Cc3ccc(F)cc3)n2)o1	.	-1%	0%	.	-0.9%	-21%[46.1 µM]	.	.
28	CC(=O)Nc1ccc(NC(=O)C2CCCN2C(=O)Nc2ccccc2[N+](=O)[O-])cc1 (stereo unspecified)	13%	21%	-8%	3%	-4.7%	1%	-5%	-1%
29	CC(C)(Cc1ccc(O)cc1)NC(=O)CC(=O)N=Nc1c(O)[nH]c2cc(Br)ccc12	7%	i	13%	-1%	-0.6%	-33%	0%	-5%
30	COc1ccc(C(=O)NCc2nnc(SCC(=O)N3CCc4ccccc43)o2)cc1OC	-3%	-8%	6%	1%	-5.8%	-5%[46.1 µM]	13%	24%[38.3 µM]

# Full records, looked up by structure. Order of screens: GoLoco inh red	RECQ1 helicase	JMJD2E inh	Luc counter	Epigenetic derep	NPSR antag	SMN2 splice up	IMPase Li cell
# CC1=C(C(=O)N2CCOCC2)C(c2c(C)cc(C)cc2C)NC(=S)N1 (stereo unspecified) is listed with 12%	i	7%	0%	6.7%	2%	0%	8%
# Cc1ccc(C(=O)Nc2ccn(Cc3ccc(F)cc3)n2)o1 is listed with .	-1%	0%	.	-0.9%	-21%[46.1 µM]	.	.
# CCC(=O)Oc1ccc(C2N(C(=O)CC)CCN2S(=O)(=O)c2ccc(C)cc2)cc1OC (stereo unspecified) is listed with -4%	-7%	-8%	4%	-1.8%	-16%[46.1 µM]	-2%	15%[38.3 µM]
# COCCN(Cc1cc2cc(C)cc(C)c2nc1Cl)C(=O)Nc1ccccc1 is listed with -5%	0%	-16%	4%	0.0%	-10%[46.1 µM]	18%	8%
# COc1cc(NS(=O)(=O)c2ccc(N/C=C\C(=O)c3ccc(F)cc3)cc2)nc(OC)n1 is listed with 4%	-1%	?	4%	1.0%	-14%[46.1 µM]	1%	-5%

# (next part)
nr	Compound	GoLoco inh red	RECQ1 helicase	JMJD2E inh	Luc counter	Epigenetic derep	NPSR antag	SMN2 splice up	IMPase Li cell
31	CN1C(=O)C(CC(=O)O)S/C1=N\N=C\c1ccc(O)cc1O (stereo unspecified)	6%	-5%	25µM*	.	-3.6%	-20%	.	.
32	c1cc2c3c(c1)c1c(n3CCNC2)CCCC1	0%	i	?	-1%	-4.1%	.	.	9%
33	CC1CN(C(=O)C2(C)CC2(Cl)Cl)CC(C)O1 (stereo unspecified)	-1%	i	8%	-1%	-1.4%	12%	?	6%
34	Cc1ccccc1Cn1ccc(NC(=O)c2cc3ncc(Br)cn3n2)n1	13%	-4%	-14%	-1%	-1.3%	0%	2%	17%
35	O=C(Cn1cnc2cc([N+](=O)[O-])ccc2c1=O)Nc1ccc(Br)cc1	6%	-11%	-8%	.	1.1%	-1%[7.67 µM]	.	.
36	Cc1ccc(C(=O)n2nc(-c3cccnc3)nc2N)cc1	-2%	1%	1%	2%	-8.8%	-5%[46.1 µM]	-24%	13%[38.3 µM]
37	CCC(=O)c1cc(F)c(N2CCN(C(=O)c3ccco3)CC2)cc1C	5%	-3%	-10%	6%	-1.7%	-14%[46.1 µM]	-7%	-29%[38.3 µM]
38	CCc1nc2ccccc2nc1N1CCN(S(=O)(=O)c2ccccc2)CC1	3%	-3%	?	.	-2.0%	?	.	.
39	CCOC(=O)c1ccoc1CSCC(=O)N1CCN(S(=O)(=O)c2ccc(C)cc2)CC1	7%	-6%	-1%	0%	-0.9%	-22%[46.1 µM]	12%	7%[38.3 µM]
40	Cc1ccc(S(=O)(=O)N(C)c2ccc(C(=O)NCc3ccccn3)cc2)cc1	10%	-1%	7%	1%	-1.5%	-14%	9%	-1%
41	NC(=O)CSc1cn(Cc2ccc(F)cc2)c2ccccc12	38%[activator]	12%	8%	1%	0.1%	-16%	25%	-1%
42	CC1(OC(=O)C2CCCC2)C(=O)C=C2C=C(c3ccsc3)N(c3ccc(CO)cc3)C=C2C1=O (stereo unspecified)	9%[14.2 µM]	-16%[11.5 µM]	2%[11.4 µM]	-5%[7.66 µM]	.	.	-1%[9.22 µM]	11%
43	COc1ccc(CN2CCNC(=O)C2CC(=O)N(Cc2nccn2C)C(C)C)c(OC)c1 (stereo unspecified)	12%	12%	?	.	?	21%	.	.
44	O=C(OCC(=O)N1CCc2ccccc21)c1ccccn1	8%	i	-4%	-5%	-2.2%	12%	4%	2%
45	CC(=O)Oc1ccc(-c2nc(-c3cccnc3)no2)cc1	-5%	0%	-1%	-28%	-0.8%	-13%[46.1 µM]	?	9%[38.3 µM]
